Rhodamine autofl – compound fluoresces in the rhodamine spectral region; hit rate 0.05% among 59,000; max dye-equivalent concentration, M; Rhodamine-region fluorescence, 547/598 nm, Tris buffer; stronger effect = higher value; in the data active means max dye-equivalent concentration above about 11 nM; inconclusive means between about 1.1 nM and that limit
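Steps: pin-transfer compounds into pH 8.0 Tris (100 mM), hold 15 min at room temperature, image with a 547/598 nm filter pair, and convert intensities to rhodamine-equivalent concentration using a six-point on-plate rhodamine series.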
Caspase-1 inhib – caspase-1 (human) inhibition, allosteric or competitive | Caspase-1 enzyme, Ac-WEHD-AFC fluorogenic rate | Potency, µM (highest dose often 57.5 µM), inactives show top-dose activity change, negative = inhibition, hits mostly inhibitors | hit rate 0.03% among 75,000;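 further: potency means the concentration at half of the fitted maximal effect; plate controls were vehicle for no effect and no substrate for full effect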
Target sequence (P29466 120-297 limits assumed): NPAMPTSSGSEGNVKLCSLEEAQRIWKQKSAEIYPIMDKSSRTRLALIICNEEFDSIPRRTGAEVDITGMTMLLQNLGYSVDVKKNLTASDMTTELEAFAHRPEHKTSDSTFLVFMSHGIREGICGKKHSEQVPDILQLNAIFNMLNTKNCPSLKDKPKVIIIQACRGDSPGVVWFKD
Target sequence (P29466 317-404 limits assumed): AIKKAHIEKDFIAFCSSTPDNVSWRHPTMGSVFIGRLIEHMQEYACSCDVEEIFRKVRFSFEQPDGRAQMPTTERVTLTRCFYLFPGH
4-MU autofl – compounds fluorescent in 4-MU spectral region | hit rate 11% among 59,000 | AID 589 | compound autofluorescence, 340/450 nm, 4-MU equivalents; stronger effect = higher value | max dye-equivalent concentration, M; in the data active means max dye-equivalent concentration above about 10 nM; inconclusive means mostly about 1.1 nM to 9.6 nM
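Compounds in 100 mM Tris, pH 8.0, sat 15 min at room temperature before fluorescence was read at 340 nm excitation/450 nm emission; a per-plate six-point 4-MU standard curve converted signals to dye-equivalent concentration at each compound concentration.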
ERK AVP inh – inhibitors of vasopressin-stimulated ERK signaling pathway | HEK293-V1b, vasopressin-stimulated pERK AlphaScreen | AID 995 | Potency, µM (top dose mostly 57.5 µM), for the others: at the top dose activity, negative = inhibition, actives largely listed as inhibitors | hit rate 0.99% among 72,000; further: potency means the concentration at half of the fitted maximal effect; on the % scale 0 is the no-effect control and ±100 the full control effect; nearly all actives have a fitted effect of over 55% in size
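Phosphorylated ERK1/2 detected via AlphaScreen bead proximity in lysates of V1b-expressing HEK293 cells given 25 nM vasopressin for 5 min after 30 min compound exposure (37 °C). AC50 from Hill equation; basal DMSO 0%, vasopressin 100%.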
Fluorescein autfl – fluorescein region autofluorescence | hit rate 0.91% among 59,000 | AID 593 | max fluorescein-equivalent concentration, M | Compound autofluorescence, 480/540 nm, fluorescein-equivalent; stronger effect = higher value; in the data active means max fluorescein-equivalent concentration above about 10 nM; inconclusive means between about 1.1 nM and that limit
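Read-out is intrinsic compound fluorescence at 480/540 nm (excitation/emission), expressed as dye-equivalent concentration using a fluorescein standard series run on every plate. Compounds sat 15 min at room temperature in 100 mM Tris, pH 8.0.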
A350 autofl – compounds fluorescent in Alexa 350 spectral region; Compound autofluorescence, 340/450 nm, Alexa 350 dye-equivalents; stronger effect = higher value; max dye-equivalent concentration, M; hit rate 11% among 59,000; in the data active means max dye-equivalent concentration above about 10 nM; inconclusive means mostly about 1.1 nM to 9.6 nM
Casp7 inh – blocks human caspase-7 allosterically or competitively; P55210; recombinant caspase-7, Ac-DEVD-AFC fluorescence rate; Potency, µM (highest dose often 57.5 µM), for inactives: at the highest dose activity change, negative = inhibition, actives largely listed as inhibitors; hit rate 0.02% among 75,000; AID 889; active means well fitted inhibition curve with a large enough effect in the main read-out, with a control signal flat, not every such curve was filed as active; inconclusive means small, poorly fitted or top-dose-only effect, or a change in a side signal; further: potency means the concentration at half of the fitted maximal effect; % of control where 0% means no effect
Target sequence (P55210 24-198 limits assumed): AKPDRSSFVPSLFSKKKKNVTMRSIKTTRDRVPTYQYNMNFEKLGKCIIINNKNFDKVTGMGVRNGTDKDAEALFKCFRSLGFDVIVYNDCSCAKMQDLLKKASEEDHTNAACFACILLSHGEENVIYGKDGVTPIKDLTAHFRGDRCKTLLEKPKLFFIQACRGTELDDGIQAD
Target sequence (P55210 207-303 limits assumed): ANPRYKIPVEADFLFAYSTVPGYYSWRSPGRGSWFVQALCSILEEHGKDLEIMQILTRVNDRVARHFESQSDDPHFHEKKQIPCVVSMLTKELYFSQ
Tau filament bind – tau filament binding | P10636 | recombinant tau filaments, thioflavin S fluorescence, 15 h; filaments grown with octadecylsulfate alongside compound | Potency, µM (series often up to 57.1 µM), for the others: top-dose activity change, negative = inhibition | hit rate 2% among 71,000 | AID 596;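 further: potency means the concentration at half of the fitted maximal effect; on the % scale 0 is the no-effect control and ±100 the full control effect; actives lower thioflavin S fluorescence by blocking filaments or displacing dye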
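Tau 2 uM in ThS buffer dispensed; compound added; 60 uM ODS added (finals 1 uM tau, 30 uM ODS); 15 h 37 C; fluor ex450/em510.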
TexasRed autofl – Texas Red region autofluorescence | Compound fluorescence, Texas Red channel, 547/618 nm; stronger effect = higher value | max dye-equivalent concentration, M | hit rate 0.06% among 59,000; in the data active means max dye-equivalent concentration above about 10 nM; inconclusive means between about 1.1 nM and that limit
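qHTS profiling of intrinsic compound fluorescence; 100 mM Tris pH 8.0; 15 min RT; ex 547 / em 618 nm; response expressed as Texas Red dye-equivalent concentration from six-point plate standard.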
Luciferase inh – blocks Photinus pyralis firefly luciferase activity; Potency, µM (highest dose often 57.1 µM), for inactives: at the highest dose activity change, negative = inhibition, actives largely listed as inhibitors; purified firefly luciferase, luminescence, 8 min; AID 411; P08659; hit rate 2.2% among 72,000; further: potency means the concentration at half of the fitted maximal effect; on the % scale 0 is the no-effect control and ±100 the full control effect; nearly all actives have a fitted effect of over 40% in size
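Here, luciferase activity is measured as luminescence following an 8 min room-temperature reaction at 10 uM ATP, pH 7.2. Every library sample is titrated.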
HEK293 cAMP cs – parental HEK293 cAMP activation (counter-screen) | Potency, µM (top dose mostly 57.1 µM), for the others: at the highest dose activation, hits mostly activators | hit rate 2.5% among 73,000 | parental HEK293 CNG cAMP sensor, membrane potential fluorescence | AID 938; further: potency means the concentration at half of the fitted maximal effect; % of control where 0% means no effect; nearly all actives have a fitted effect of over 55% in size
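Parental HEK 293 cells stably expressing a modified CNG channel (no TSHR) report cAMP rise as membrane depolarization. Membrane potential dye with 100 uM RO 20-1724 was loaded for 60 min at room temperature, then compound added for 30 min; fluorescence read at 590 nm.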
The depositor's hits bear a star; i = inactive; ? = inconclusive; . = no result given; [ ] = remark or other dose. Unless noted, the call rests on the fitted dose curve; in most records, active means well fitted curve in the direction sought with a large enough effect; inconclusive means small, poorly fitted or top-dose-only effect, or another doubt; inactive means no such curve, though single readings can be large; an effect the other way counts as inactive or inconclusive. These rows are one share of the data; count on the stated rates, not on these rows.

compound,Rhodamine autofl,4-MU autofl,Fluorescein autfl,Tau filament bind,HEK293 cAMP cs,TexasRed autofl,A350 autofl,Casp7 inh,Luciferase inh,Caspase-1 inhib,ERK AVP inh
CN(C)S(=O)(=O)CC12CCC(CC1=O)C2(C)C (stereo not given),i,i,?,2%,-1%,i,i,1%,-1%,1%,-5%
CCOc1ccc(OCC)c(NC(=O)c2[nH]c(C)c(C(C)=O)c2C)c1,i,i,i,2%,16%,i,i,0%,1%,1%,15%
C[C@@H]1C[C@H](O)c2cc(Cl)ccc2N1,i,i,i,5%,10%,i,i,-4%,5%,-3%,3%
O=C(Cn1cc2c(n1)CCCC2)Nc1cc(-c2cccc(Cl)c2)no1,.,.,.,92%,13%,.,.,-11%,2%,-3%,?
Cc1cc(=O)n(CC(C)C)c(O)c1C#N,i,i,i,13%,6%,i,i,-8%,-2%,-6%,-11%
CCOC(=O)C1=C(N)n2c(s/c(=C\c3ccco3)c2=O)=C(C(=O)OCC)C1c1ccco1 (stereo not given),i,i,i,16µM*,11%,i,i,-24%,4%,?,?
Cc1ccc2[nH]c3c(N4CCN(Cc5ccc6c(c5)OCO6)CC4)ncnc3c2c1,i,?,?,.,.,i,?,.,-1%[25.5 µM],.,.
O=C(NCCN1CCOCC1)c1cc(-c2ccc(O)cc2)on1,.,.,.,9%,4%,.,.,-1%,1%,-1%,-18%
COC(=O)c1c(N=CN(C)C)c(C#N)c2n1CCCC2,.,.,.,-6%,3%,.,.,2%,2%,-4%,13%
C#C[C@@]1(OC(C)=O)CC[C@@H]2[C@@H]3CCC4=C[C@@H](OC(C)=O)CC[C@H]4[C@H]3CC[C@]21C,i,i,?,-1%[25.6 µM],7%[25.6 µM],i,i,0%[25.7 µM],2%[25.5 µM],-2%[25.7 µM],?
Cc1cc(/C=N/n2cnnc2)c(C)n1-c1ccc(OCc2ccc(F)cc2)cc1,.,.,.,220%[11.4 µM],?,.,.,-5%,2%,-4%,?
CCOC(=O)Cn1nc(-c2ccc(Cl)cc2)ccc1=O,i,i,?,6%,10%,i,i,-1%,-2%,0%,-16%
COc1cc(OC)c(NC2c3ccccc3C(=O)N2c2cc(C)ccn2)cc1Cl (stereo not given),.,.,.,-4%,4%,.,.,1%,1%,-4%,.
COCc1nc(-c2ccc(-c3ccccc3)nc2OC)no1,i,i,i,2%,16%,i,i,1%,-8%,-4%,16%
Cc1ccc2c(c1)NC(=O)C(CC(=O)NCCCN1CCCC1=O)O2 (stereo not given),.,.,.,7%,4%,.,.,1%,-5%,2%,-6%
C=CCn1c(C)cc(C(=O)COC(=O)C2CC(=O)N(Cc3ccccc3)C2)c1C (stereo not given),i,i,i,12%,30%,i,i,-1%,-10%,-1%,?
O=C(CCn1nnc2ccccc2c1=O)N[C@@H](Cc1ccccc1)C(=O)O,i,i,i,-5%,0%,i,i,-1%,1%,0%,2%
c1ccc(C2=Nn3c(nnc3-c3ccncc3)SC2)cc1,i,i,i,-4%,-8%,i,?,1%,2%,-2%,-12%
COc1ccc(N2C(=O)CC(N3CCCC4CCCCC43)C2=O)cc1 (stereo not given),.,.,.,-4%[11.4 µM],3%[11.4 µM],.,.,-1%,1%,0%,-6%
COc1cccc(-c2nc(CS(=O)(=O)CC(=O)NCCCN3CCc4ccccc4C3)c(C)o2)c1,i,i,i,32%,23%,i,i,-2%,-3%,-4%,-15%
Cc1nnc(SCC(=O)Nc2sc3c(c2C#N)CCCC3)[nH]c1=O,.,.,.,?,18%[11.4 µM],.,.,-1%,2%,-3%,1%
Clc1ccc(Cn2cc(/C=N/n3cnnc3)c3ccccc32)cc1,i,1.1e-08M*,?,227%,15%,i,1.3e-08M*,-3%,-1%,-4%,?
COc1ncc2ncc(=O)n(C3CC3)c2n1,i,i,?,92%,-2%,i,i,-13%,1%[11.4 µM],-6%,-7%
Cc1cc(=O)n(CC(C)O)c(O)c1C#N (stereo not given),i,i,i,16%,8%,i,i,-3%,3%,-7%,-1%
Cc1ccc(-c2nn3c(C)nnc3s2)cc1NC(=O)c1ccco1,.,.,.,4%,-2%,.,.,0%,0%,-3%,.
CCc1n[nH]c(=O)n1Cn1c(CC)n[nH]c1=O,i,i,i,5%,-3%,i,i,-9%,-1%,1%,-1%
O=C(Nc1cccc(S(=O)(=O)c2cccc(NC(=O)C3CC3)c2)c1)C1CC1,i,i,?,-2%,0%,i,i,5%,1%,0%,-12%
C[C@@H](C(=O)NCc1nc2ccccc2[nH]1)[C@@H]1C[C@@]1(C)[C@@H](NC(=O)OCc1ccccc1)c1ccccc1,.,.,.,39%,-11%,.,.,-8%,.,-2%,?
O=C(c1ccco1)N1CCN(c2cc(C(F)(F)F)nc3ncnn23)CC1,i,i,?,-6%,3%,i,?,8%,3%,-1%,-26%
CCCc1nnc(NC(=O)CCCC(=O)O)s1,i,i,?,-6%,10%,i,i,-13%,3%,-4%,2%

Further structures
compound,Rhodamine autofl,4-MU autofl,Fluorescein autfl,Tau filament bind,HEK293 cAMP cs,TexasRed autofl,A350 autofl,Casp7 inh,Luciferase inh,Caspase-1 inhib,ERK AVP inh
C=CCNC(=O)c1cc(-c2ccccc2O)on1,.,.,.,23%,6%,.,.,-2%,-22%,0%,-6%
Cc1cccc(N(CC(N)=O)S(C)(=O)=O)c1C,i,i,i,-7%,4%,i,i,0%,5%,-1%,-5%
c1cc(CNc2ccc3c(c2)OCCO3)ccn1,i,i,i,-22%,0%,i,i,-5%,-9%,0%,-28%
Cc1ccc(-c2c3c(=O)n(C)c(=O)n(C)c3cn2Cc2ccccn2)cc1,i,5.4e-08M*,?,12%,1%,i,6.8e-08M*,-7%,4%,-6%,-13%
CCOc1ccc(OCC)c(NC(=O)CN2CCN(c3cccc(C)c3)C(C)C2)c1 (stereo not given),i,i,?,6%,16%,i,i,-2%,-10%,0%,-12%
CCC(=O)N(Cc1cc2ccccc2[nH]c1=O)C(C)C,i,i,?,-7%,-3%,i,i,0%,-1%,-2%,10%
Cc1ccnc(NS(=O)(=O)c2ccc(N=[N+]=[N-])cc2)n1,i,i,i,-3%[11.4 µM],11%[11.4 µM],i,i,-1%[11.5 µM],2%[11.4 µM],-1%[11.5 µM],-1%[11.5 µM]
CC(C)NC(=O)c1cnc(N2CCN(c3ccccn3)CC2)c2ccccc12,i,i,i,-19%,-6%,i,i,0%,2%,2%,15%
NNC(=O)c1ccc(OCc2nc3ccccc3[nH]2)cc1,i,i,i,-5%[11.4 µM],10%[11.4 µM],i,i,1%[11.5 µM],-4%[11.4 µM],-1%[11.5 µM],4%[11.5 µM]
COc1cc(OC)cc(N(C(=O)c2ccco2)C(C(=O)NC2CCCC2)c2ccc(N(C)C)cc2)c1 (stereo not given),i,i,?,-1%,6%,i,i,6%,1%,0%,-28%
Cc1nnc(SCC(=O)Nc2ccccc2N2CCOCC2)s1,i,i,i,-3%,?,i,i,0%,2%,4%,-24%
COC(=O)[C@H](Cc1ccccc1)NC(=O)Nc1ccc(S(N)(=O)=O)cc1,i,i,?,1%,-4%,?,i,1%,2%,-5%,-9%
COc1cc(CC(=O)Nc2ccc(S(=O)(=O)Nc3ncccn3)cc2)cc(OC)c1OC,i,i,?,10%,-1%,i,i,-14%,-39%,-1%,-3%
COCCNC(=O)C(c1cccs1)N(C(=O)Cn1nnc2ccccc21)c1cccc(C(C)=O)c1 (stereo not given),i,i,i,8%,2%,i,i,3%,2%,1%,-4%
Cc1cc(N2CCN(S(=O)(=O)c3ccc(Cl)cc3)CC2)c2ccccc2n1,.,.,.,57%,?,.,.,-5%,2%,-5%,?
COc1cccc(NC(=O)CCSc2nnc3scc(-c4ccccc4)n23)c1,i,i,?,3%,20%,i,i,0%,4%,1%,17%
O=C(CC(C(=O)N1CCc2ccccc21)n1ccnc1)NCC1CCCO1 (stereo not given),i,?,i,-24%,5%,i,?,0%,3%,1%,13%
O=C(Nc1ccc2c(c1)OCO2)Oc1ccccc1,i,i,?,-18%,5%,i,i,-2%,?,-5%,-3%
COc1ccc(NC(=O)c2ccc(NS(=O)(=O)c3c(C)noc3C)cc2)cc1OC,i,i,i,9%,-6%,i,i,2%,-5%,-3%,-4%
CCOc1ccc(Nc2oc(-c3ccco3)nc2C#N)cc1,i,6e-08M*,?,0%,-19%,?,3.8e-08M*,-3%,-7%,-3%,-18%
COc1ccc(C2C(C#N)=C(N)OC3=C2C(=O)CC(C)C3)c(OC)c1OC (stereo not given),.,.,.,10%,4%,.,.,1%,0%,-4%,-8%
O=C(N1CCOCC1)N(Cc1ccccc1)c1ccccn1,i,i,?,-24%,5%,i,i,2%,2%,-1%,0%
COc1ccc(C2C(C(=O)NCc3ccccn3)c3ccccc3C(=O)N2C)cc1OC (stereo not given),i,?,i,3%,-3%,i,?,0%,-1%,-1%,12%
c1coc(CSCc2cn3cccnc3n2)c1,i,?,?,5%,0%,i,?,-2%,-1%,1%,14%
